Screening data: PubChem, several laboratories
IL1B cytotox: HUVEC cytotoxicity counter-screen, IL-1B stimulated | AID 845 | cell count reduction, % at 2 µM | HUVEC cell count loss, Hoechst imaging | 94,000 tested, 0.41% active;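 active = cell count reduction more than 3 SD above the screen-wide mean, cut at about 70% in these data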;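 note: normalized per plate to untreated control cells as the no-loss baseline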
LYP inh 2: inhibitors of human LYP (PTPN22) phosphatase | recombinant LYP catalytic domain, DiFMUP fluorescence | AID 640 | Q9Y2R2 | 96,000 tested, 0.21% active | inhibition, % at 2 µM;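 active = inhibition at 2 µM at or above a set limit, the screen mean plus 3 SD, cut at about 24% in these data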;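 note: 0% = DMSO with enzyme and 100% = enzyme fully blocked by orthovanadate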
ERa coact inh: blocks coactivator binding to human estrogen receptor alpha. 86,000 tested, 1.7% active. inhibition, % at 25.6 µM. AID 629. P03372. TR-FRET ER-alpha LBD / SRC-1 peptide, estradiol-bound; in the data active = inhibition above about 50%;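 note: 0% = receptor plus peptide control and 100% = peptide only without receptor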
VCAM1 TNFa inh: reduces TNF alpha induced VCAM1 expression in HUVEC. inhibition, % at 2 µM. 95,000 tested, 0.48% active. HUVEC TNFa-induced VCAM-1 immunofluorescence, high-content imaging;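 active = inhibition above the batch mean plus 3 SD, with images confirmed as a hit by eye, cut at about 37% in these data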;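 note: 0% = TNF-stimulated DMSO wells and 100% = unstimulated control wells; not every result past the cut was called active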
FAK inh: inhibitors of human focal adhesion kinase | biochemical FAK kinase activity assay | inhibition, %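 (tested at 7 µM)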 | 97,000 tested, 0.84% active | AID 727; in the data active = inhibition above about 19%;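 note: 0% = DMSO and 100% = reference compound high control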
cytoskel mod: cytoskeleton assembly modification | HUVEC TNFa F-actin phalloidin imaging, high content | inhibition, % at 2 µM | 91,000 tested, 0.18% active;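 active = inhibition above the batch mean plus 3 SD and confirmed as a hit by visual image inspection, cut at about 30% in these data, passing the limit was not always enough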; note: strong numbers were not always called active
PTK2B oligo ant: antagonists of human Pyk2 oligomerization. Q14289. Q293 cells, Pyk2 FERM NanoBiT luminescence; hits give low values. z-score (the deposit names both 25 µM and 10 µM). 99,000 tested, 0.83% active;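 active = Z-score of -3 or lower, scaled per plate to the spread of control and sample wells; inactive = z-score above -3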;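 note: negative z-score means lost luminescence so less FERM oligomerization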
Target sequence (Q14289 whole entry, looked up): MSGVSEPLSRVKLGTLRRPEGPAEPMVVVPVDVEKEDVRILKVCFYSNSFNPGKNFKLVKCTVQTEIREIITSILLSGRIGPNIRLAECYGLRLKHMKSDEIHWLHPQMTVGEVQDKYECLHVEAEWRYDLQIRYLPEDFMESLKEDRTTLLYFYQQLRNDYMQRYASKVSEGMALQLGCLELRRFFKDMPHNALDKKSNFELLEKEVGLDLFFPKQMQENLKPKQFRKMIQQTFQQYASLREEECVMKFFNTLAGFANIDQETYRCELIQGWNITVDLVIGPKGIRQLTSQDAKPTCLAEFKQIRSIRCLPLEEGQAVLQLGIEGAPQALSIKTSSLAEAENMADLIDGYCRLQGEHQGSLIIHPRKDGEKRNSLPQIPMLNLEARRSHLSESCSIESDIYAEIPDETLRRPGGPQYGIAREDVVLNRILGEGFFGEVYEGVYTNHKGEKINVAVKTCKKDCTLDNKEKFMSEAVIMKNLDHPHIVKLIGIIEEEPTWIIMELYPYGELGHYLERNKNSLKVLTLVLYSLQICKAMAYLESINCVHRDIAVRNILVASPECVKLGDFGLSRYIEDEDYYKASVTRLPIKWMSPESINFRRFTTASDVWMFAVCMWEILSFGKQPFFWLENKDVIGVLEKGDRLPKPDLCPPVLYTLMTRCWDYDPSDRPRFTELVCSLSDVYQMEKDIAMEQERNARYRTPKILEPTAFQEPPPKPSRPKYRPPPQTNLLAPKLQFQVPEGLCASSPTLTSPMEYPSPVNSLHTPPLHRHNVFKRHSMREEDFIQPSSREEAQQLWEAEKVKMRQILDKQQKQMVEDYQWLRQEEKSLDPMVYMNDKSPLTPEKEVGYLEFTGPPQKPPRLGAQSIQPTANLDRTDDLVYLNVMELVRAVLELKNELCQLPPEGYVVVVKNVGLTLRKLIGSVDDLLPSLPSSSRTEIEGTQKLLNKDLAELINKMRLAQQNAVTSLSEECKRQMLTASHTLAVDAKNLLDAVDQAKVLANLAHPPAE
LYP act: increases human PTPN22 phosphatase activity; recombinant LYP, DiFMUP fluorescence; 0 = plate median, 100 = signal doubled; activation, % at 2 µM; 96,000 tested, 0.11% active; AID 697;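 active = activation at 2 µM above a set limit, the mean plus 5 SD, cut at about 37% in these data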
TNFa cytotox: HUVEC cytotoxicity counter-screen, TNF alpha stimulated; HUVEC TNFalpha-stimulated, Hoechst cell count, imaging; cell count reduction, % at 2 µM; 93,000 tested, 0.17% active; AID 848;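 active = cell count reduction exceeding the screen mean by over 5 SD, scaled to untreated wells per plate, cut at about 78% in these data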;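 note: cells counted after 24 h of TNF alpha exposure following the 1 h pretreatment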
Active calls of the source: *; nt = not tested or not shown; & = joins results of further samples; [ ] = dose if it differs, or a comment.

SMILES	IL1B cytotox	LYP inh 2	ERa coact inh	VCAM1 TNFa inh	FAK inh	cytoskel mod	PTK2B oligo ant	LYP act	TNFa cytotox
CCOC(=O)c1cc(NC(=O)C2CCCO2)cc(C(=O)OCC)c1 (configuration not stated)	-38	-31	-24	5	1	2	-0.19	24	-10
Cc1c(CN(C)C(=O)c2sc3cc(Cl)ccc3c2Cl)cnn1C	10	2	7	6	1	5	-1.5	-3	-3
O=[N+]([O-])c1ccc(N/N=C/c2c[nH]c3ccccc23)cc1	-11	0	nt	-11	-3	15	-0.91	5	-23
COc1cc2c(cc1OC)C1(CCCC1)C(N)=C2C#N	-32	-11	-6	22	9	-5	-0.64	12	-3
CC(C)CCn1c(N2CCC(C(N)=O)CC2)nc2c1c(=O)[nH]c(=O)n2C	nt	-3	-13	9	-3	-6	-0.15	0	-12
CCOC(=O)C1CCCN(CCCc2ccccc2)C1 (configuration not stated)	-1&-5	-2&-7	-4&-19	-4&-6	-5&-2	9&5	2.6	1&7	-15&-54
O=C(c1ccccc1)N1CCN(Cc2ccccc2Br)CC1	-11	-10	-13	0	0	2	-0.3	9	-2
CCC(C)NC(=O)C(CCSC)NC(=O)c1ccccc1 (configuration not stated)	-3	7	6	20	-3	-19	0.69	-6	-18
O=C1CCSc2ccc(Cl)cc2N1Cc1cccc(Cl)c1	-29	9	nt	14	5	-24	-0.97	-6	3
N#CCC(=O)NCC1(c2ccccc2)CCCC1	3	1	-14	24	-1	-9	0.1	-4	-11
Cc1cc(NC(=O)C2CC(c3cccc(Br)c3)=NO2)no1 (configuration not stated)	-122	-1	28	-5	-1	-2	-0.73	0	-2
CCn1nc(C)c(C(=O)Nc2cc(Oc3cc(C)cc(C)c3)cc([N+](=O)[O-])c2)c1C	-20	12	nt	2	0	1	-1.8	-9	-24
COc1ccc(NC(=O)CN2CCOCC2)cc1	-16	0	nt	-14	-2	19	-0.42	2	-18
Cn1ncc2c(NCc3ccccc3)ncnc21	-18	9	1	12	2	-6	-0.53	-11	-18
O=C1CCCN1C(=O)CCC(=O)N1CCCC1=O	-6	-5	1	2	-4	16	0.3	5	-16
CN1C(=O)/C(=C2/C=CC=CN2C)OC1=S	24	-10	-2	-8	2	20	1.3	8	3
CCOC(=O)c1c(C)c(C(=O)Nc2ccc(N(C)C)cc2)c(C)n1CC	-19	-12	-14[fluorescence artefact?]	1	-4	10	-0.55	9	-35
CCCCSc1nc2ccc(Nc3nc(N4CCOCC4)nc(N4CCOCC4)n3)cc2s1	-7	-8	25[fluorescence artefact?]	9	4	-14	-2.6	8	4
O=C(CN1C(=O)c2ccccc2C1=O)Nc1ccccc1C(=O)N1CCCC1	-11	-8	2	10	0	2	1.1	4	-14
CCN1CCN(C(c2ccccc2F)c2nnnn2Cc2ccc3c(c2)OCO3)CC1 (configuration not stated)	0	2	-23[fluorescence artefact?]	10	-4	15	-0.82	-1	-28
COc1ccc(OCCNc2cc(N3CCOCC3)ccc2[N+](=O)[O-])cc1	-12	5	nt	8	-3	-13	-2.1	-3	-11
COCCn1c(SCC(=O)Nc2ncc(Cl)c(C)c2Cl)nc2ccccc21	-14	6	9	13	-3	nt	0.43	-8	-48
CC1(C)OC(=O)N(c2ccccn2)C1(C)O (configuration not stated)	-39	-1	10[fluorescence artefact?]	14	5	-29	-0.22	0	-31
Cc1cc(S(=O)(=O)NCCN(C)C)c(C)s1	-31	-4	-30	-4	-4	4	0.01	2	-24
Cc1c(CCC(=O)O)c(=O)oc2cc3occ(-c4ccc(F)cc4)c3cc12	-9	7	2	-17	2	-28	1.4	-7	4
CCC(=O)Nc1ccc(Oc2ccc3c(c2)C(=O)NC3=O)cc1	-1	-4	4	12	1	9	0.19	8	-5
Cc1c(NC(=O)c2cc(=O)[nH]c(=O)[nH]2)c(=O)n(-c2ccccc2)n1C	-9	6	-6	15	-5	-6	-0.4	-7	-30
O=C(NCc1ccccc1)c1cc(=O)[nH]c2ccccc12	10	-3	-5	-6	3	nt	0.06	5	-52
COc1ccc(S(=O)(=O)N(CC(=O)Nc2cc(C)on2)Cc2ccccc2)cc1	-15	-10	0[fluorescence artefact?]	-10	-1	-8	-0.71	8	0
Cc1ccc(NC(=O)C(C)Sc2nc(=O)cc(N)n2-c2ccccc2)cc1 (configuration not stated)	-10	-4	-10	1	-1	nt	-1.8	5	-61
COC(=O)c1c(CSc2ccc(C)c(C)c2)noc1C(=O)NCc1ccc(OC)cc1	-12	18	nt	9	0	22	nt	-14	-16
CCc1c(C)nc2ncnn2c1N1CCC(C(=O)N2CCN(c3ccc(F)cc3)CC2)CC1	15	-30	3	-19	0	10	-0.59	28	-60
COc1ccc2nc(SCC(N)=O)cc(C)c2c1	nt	-11	9	4	-2	-8	0.88	7	-9
CCOC(=O)N1CCN(C(=O)CNS(=O)(=O)c2cccs2)CC1	-7	9	-3	-18	-4	21	0.75	-11	-61
COc1ccc2c(c1)[nH]c1c(=O)n(CCCn3ccnc3)cnc12	3	-2	-6	11	-2	20	0.85	4	-1
CCOC(=O)N1CCN(c2cc(N)c([N+](=O)[O-])cc2F)CC1	29	10	nt	-12	4	1	-0.91	-7	nt
CCCCOC(=O)Nc1nc(C)c(C(=O)OCC)s1	12	-6	nt	11	3	-2	-0.42	8	-30
CC(C)OC(=O)C1CC=CCC1C(=O)Nc1ccc(Cl)cc1 (configuration not stated)	7	2	-5	0	1	7	-0.32	-2	-9
CCCCn1c(-c2ccccc2)nc2c(=O)n(C)c(=O)[nH]c21	-3	-5	-2	-23	3	-28	-0.53	3	-34
CCC(C)NC(=O)CCc1c(C)nc2nc(-c3cc(OC)cc(OC)c3)nn2c1C (configuration not stated)	11	3	2	-10	8	2	-0.47	-1	4
Cc1cc(=O)[nH]c(SCCCOc2ccc(F)cc2)n1	2	15	-6	-3	-1	9	0.52	-15	-23
CC(C)N=Cc1c(O)[nH]c2ccccc12	-18	-3	20[fluorescence artefact?]	23	1	5	-0.05	4	-12
COc1ccc(-n2nnnc2SCC(=O)c2cccc(OC)c2)cc1	-25	-9	1	4	-2	-33	0.85	9	-8
O=C(NCCSc1ccc(Cl)cc1)c1ccco1	18	0	10[fluorescence artefact?]	-16	0	-14	0.46	-2	54
CC(O)C(NS(=O)(=O)c1ccc(Cl)cc1)C(=O)OCc1nnc(-c2ccccc2)o1 (configuration not stated)	12	5	4	6	6	5	0.21	-2	2
Cn1ncc(C#N)c1/N=C/N1CCCCCC1	-9	-2	2	-4	9	-11	-0.18	6	0
CCNS(=O)(=O)c1ccc(NS(=O)(=O)c2cc(C)ccc2C)cc1	-6	-3	-2	2	4	-8	-0.72	3	-1
O=C(CCCn1c(=O)oc2ccccc21)N1CCc2ccccc2C1	-3	-6	0	-20	-3	11	0.53	2	-23
CCOC(=O)C1C(c2ccccc2)C(C(=O)OCC)C1c1ccccc1 (configuration not stated)	-48	-7	-49[fluorescence artefact?]	4	-1	-9	0.82	2	-13
Cn1cc(Br)c(C(=O)NC2CCCCC2)n1	-6	7	-3	-20	-3	-6	0.32	-3	32
O=C(CN1CCN(S(=O)(=O)c2ccccc2)CC1)NC(=O)NCc1ccccc1	-2	9	nt	5	0	-4	-0.97	-6	28
COc1ccc(-n2cnnc2)cc1	23	4	8	-9	-1	18	0.44	-6	-13
CC1CCCCC1NS(=O)(=O)c1ccc(-n2cnnn2)cc1 (configuration not stated)	-14	-2	-6	7	-7	16	0.03	-1	-19
CCOc1ccc(Cl)cc1S(=O)(=O)n1cnc2ccccc21	-24	2	0	25	0	-18	0.96	0	-1
CCOC(=O)C1CCCN(S(=O)(=O)c2ccc(Br)c(OC)c2)C1 (configuration not stated)	-8	4	7	9	0	1	-0.82	0	10
CC1CCCC(NC(=O)COC(=O)c2cc(S(=O)(=O)N3CCCCC3)ccc2N2CCOCC2)C1C (configuration not stated)	10	-2	nt	8	-2	10	-0.2	6	-6
COc1c(C)cccc1C(=O)Nc1ccc(N2CCN(S(C)(=O)=O)CC2)cc1	11	3	3[fluorescence artefact?]	1	3	5	-0.38	-4	-28
O=C1CCCN1CCC1CCN(C2CC(=O)N(c3ccc(F)cc3)C2=O)CC1 (configuration not stated)	-40	7	-13	nt	1	nt	0.4	-8	nt
N#CCOC(=O)c1sccc1-n1cccc1	2	5	nt	20	-1	-12	0.86	-2	-28
COc1ccc(Cl)cc1NC(=O)N(C)Cc1c(C)nn(C)c1C	-1	-4	-1	-11	-3	-16	-0.79	-1	-11
Next part
SMILES	IL1B cytotox	LYP inh 2	ERa coact inh	VCAM1 TNFa inh	FAK inh	cytoskel mod	PTK2B oligo ant	LYP act	TNFa cytotox
CNc1nc(C)c(C(=O)OCc2ccccc2)s1	-33	-5	-2	0	3	-6	-1.4	3	5
NS(=O)(=O)c1ccc(CNC(=O)C23CC4CC(CC(C4)C2)C3)cc1	-118	-4	-2	2	2	9	0.17	7	-13
CCOC(=O)c1cc(-c2ccc(C)o2)n[nH]1	17	-28	nt	13	1	4	-0.32	27	-6
Cc1ccc(NC2=NCC(=O)N2c2ccc3c(c2)OCCO3)c(C)c1	18	12	-18	-8	9	-5	-0.16	-9	3
COCCN(C(=O)c1csnn1)C(C(=O)NC1CCCCC1)c1cccs1 (configuration not stated)	9	4	4	6	5	0	-0.53	0	2
Cn1c(SCc2cc(=O)[nH]c3ccccc23)nnc1-c1ccco1	nt	-5	-2	6	-1	7	0.88	3	-23
O=c1cc(CO)oc(CN2CCN(c3ccccc3F)CC2)c1O	-7	-5	-1	-13	1	24	-0.49	4	2
O=C1CCc2cc(S(=O)(=O)NC(Cc3ccccc3)C(=O)NC3CCCC3)ccc2N1 (configuration not stated)	9	3	1	26	1	-2	nt	-3	-16
Cc1ccccc1OCC(=O)Nc1ccc2c(c1)OCO2	-228	-1	2	-2	-2	36	0.13	0	-13
O=C(c1cnc2n(c1=O)CCS2)N1CCN(C(c2ccccc2)c2ccc(Cl)cc2)CC1 (configuration not stated)	-11	4	nt	-5	1	-2	nt	-4	-11
CCCCC(CCC(=O)Nc1ccc(C(=O)OC)cc1)C(=O)O (configuration not stated)	11	3	-8	-8	3	0	0.96	0	3
COC(=O)CSC1=C(C#N)C(c2ccc(F)cc2)CC(=O)N1 (configuration not stated)	-32	12	2[fluorescence artefact?]	-32	1	2	nt	-12	8
C=CCNC(=O)c1cc(-c2ccc(Br)cc2)on1	-5	1	-6[fluorescence artefact?]	2	-5	-16	0.43	-3	-24
Cc1nnc(-c2cnn(-c3ccccc3)c2N)n1Cc1ccc(F)cc1	-18	5	nt	-9	-5	-20	0.2	-2	-17
COc1ccccc1-c1nnc2sc(-c3cnccn3)nn12	0	16	52*[fluorescence artefact?]	-2	2	4	0.21	-15	-35
COCCSc1ccccc1C(=O)Nc1ccc2c(c1)OCCO2	22	-2	0	0	-1	7	0.6	5	3
COC(=O)NC1(C(F)(F)F)NC(=O)N(C2CCCCC2)C1=O (configuration not stated)	-37	-14	-10	14	0	-2	1.6	16	-9
CCOC(=O)c1cc(-c2ccc(C)cc2)n(CCC(=O)NCCN(C)C)c1C	-15	-11	-47[fluorescence artefact?]	-8	3	5	0.75	8	-21
CCOc1ccc(NC(=O)CCN2CCN(S(=O)(=O)c3cc(Cl)ccc3OC)CC2)cc1	-9	4	nt	7	-1	-19	0.67	-7	-11
Cn1c(=O)c2c(nc(NCCCN3CCOCC3)n2Cc2cccc(Cl)c2)n(C)c1=O	1	-3	-6	8	-5	42	0.1	0	-32
